# EWS-Fli inh = inhibitors of EWS/Fli oncoprotein transcriptional activity; A673 NR0B1-luciferase reporter, viability-normalised; inhibition, % at 12.6 µM; actives 0.67% (n = 350,000);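 active means mean inhibition of at least 50% after viability correction, with every replicate also passing that limit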;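 further: firefly luciferase signal divided by Alamar Blue viability fluorescence both relative to DMSO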
# PGC1a acetyl inh = lowers PGC1a acetylation signal in U2OS cells; AlphaScreen anti-acetyl-lysine; with virally co-expressed GCN5 acetyltransferase; inhibition, % at 15.6 µM; actives 0.17% (n = 350,000);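 active means every replicate shows inhibition of at least 40%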;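 further: 0% = neutral control wells and 100% = positive control wells; some results beyond the cut were filed as inactive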
# PAX8 reporter = PAX8 transcriptional activity inhibition; RMG-I TPO-luciferase reporter, SteadyGlo, 24 h; actives 1.2% (n = 360,000); inhibition, % at 12.6 µM; AID 652154;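 active means mean replicate inhibition at least 60% with every replicate also reaching 60%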;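 further: luciferase light reporting Pax8 driven TPO promoter activity; plate controls were median of neutral control wells for no effect and mitoxantrone controls for full effect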
# LGR2 inh = inhibitors of bursicon-induced Drosophila LGR2 receptor cAMP signaling | HEK293 LGR2, CRE-luciferase, bursicon-stimulated, 4 h | inhibition, % at 9.99 µM | actives 0.35% (n = 380,000) | AID 720647;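 active means drop in luminescence signal, shown as inhibition above about 50% in the replicate tests, limit read from the data, passing the limit was not always enough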;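 further: agonist challenge used bursicon conditioned medium at about half maximal strength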
# Cneo AK release = Cryptococcus neoformans lysis via adenylate kinase release | C. neoformans lysis, adenylate kinase release luminescence, 4 h; normalised: neutral wells 0, clomiphene wells 100 | actives 0.2% (n = 360,000) | lysis activity, % at 15 µM;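 active means mean lysis activity across replicates of at least 80%, whatever share of replicates individually reach that level; inactive means mean lysis activity below 80%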
#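 Material: C. neoformans cells; Schedule: 4 h static compound exposure, 37 °C, read 1 h post-reagent; Measured by: adenylate kinase release luminescence; Read-out: signal increase indicating cell lysis; Controls: Clomiphene as positive lysis control.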
# Casp6 inh = blocks human caspase-6 cleavage activity; P55212; purified caspase-6, Z-VEID-R110 cleavage fluorescence; inhibition, % at 12.5 µM; actives 0.53% (n = 350,000); AID 686996;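 active means mean inhibition across replicates at least about 35%, with every replicate also reaching that limit, limit read from the data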;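 further: 0% = median of neutral control wells and 100% = no fluorescence left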
# Target sequence (P55212 24-179 limits assumed): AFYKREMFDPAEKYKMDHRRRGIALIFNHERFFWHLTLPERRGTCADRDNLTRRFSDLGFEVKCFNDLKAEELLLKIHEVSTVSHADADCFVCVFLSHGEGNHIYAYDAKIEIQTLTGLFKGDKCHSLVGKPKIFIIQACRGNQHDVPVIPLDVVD
# Target sequence (P55212 194-293 limits assumed): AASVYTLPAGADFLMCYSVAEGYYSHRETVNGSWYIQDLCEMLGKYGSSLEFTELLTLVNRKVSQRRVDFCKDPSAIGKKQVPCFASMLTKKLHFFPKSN
# miR122 inh = blocks miR-122 activity in Huh7 sensor cells. Huh7 miR-122 Renilla luciferase sensor, 48 h; neutral wells = 0, positive control = 100. activation (reporter increase), % at 12.5 µM. actives 0.3% (n = 340,000). AID 602342;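 active means mean replicate activation score at least 90 and every replicate individually at or above 90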;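 further: higher luciferase means less miR-122 activity so hits act as miR-122 inhibitors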
# FN deposition inh = fibronectin deposition inhibition | AH1F fibroblasts, Alexa488-fibronectin deposition fluorescence, overnight | AID 743247 | actives 0.086% (n = 350,000) | inhibition, % at 12.6 µM;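 active means mean inhibition across replicates of 30% or more, regardless of how many single replicates reach that level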;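 further: positive control wells lacked labelled fibronectin entirely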
#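 Assay system: AH1F fibroblasts / Quantity: 10000 cells per well / Medium: DMEM plus 2% serum, read in PBS / Reagent: labelled fibronectin 24 nM / Dosing: single dose, pinned / Times: 1 h cell attachment, overnight exposure to compound and label / Signal: fluorescence, ex 485 nm, em 525 nm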
# Active calls of the source: *; / = not tested or not shown; [ ] = another dose, or the depositor's remark.
SMILES,EWS-Fli inh,PGC1a acetyl inh,PAX8 reporter,LGR2 inh,Cneo AK release,Casp6 inh,miR122 inh,FN deposition inh
CC(=O)Nc1ccc(NC2CCCCC2NS(=O)(=O)c2ccccc2)cc1 (configuration not stated),-2.7,-1.4,-19.3,-1.4,2.5,-0.3,-5.3,8.1
Cc1noc(C)c1COC(=O)c1ccccc1NC(=O)Cc1ccccc1,/,-1.5,3.5,/,2.3,/,15.0,/
C[C@H](CO)N1C[C@H](C)[C@@H](CN(C)S(=O)(=O)c2ccc(Cl)cc2)Oc2ccc(NC(=O)C3CCCCC3)cc2CC1=O,9.4,0.2,/,-0.5,70.4,2.0,-5.4[16.7 µM],/
O=S1(=O)CCC(N=Nc2c(O)n(Cc3ccccc3)c3ccccc23)C1 (configuration not stated),9.5,1.4,1.3,-6.5,-2.5,-5.5,19.2,0.6
CC(C)CC#Cc1cnc2c(c1)C(=O)N([C@H](C)CO)C[C@@H](C)[C@H](CN(C)Cc1ccccc1F)O2,10.5,-29.0,/,-9.2,-0.1,-2.5,32.1[16.7 µM],-5.7
O=C(Cc1csc(NC(=O)Nc2ccc(Cl)cc2)n1)NCc1cccnc1,-29.7,/,-100.8,-2.1,-5.1,-1.2,-2.7,1.4
O=C1C(Cl)=C(N2CCCCC2)C(=O)N1c1ccccc1,/,-8.0,/,9.1,-4.5,/,-1.9,-7.4
C[C@@H]1CN([C@@H](C)CO)C(=O)c2cc(NC(=O)Nc3ccc(F)cc3)ccc2O[C@@H](C)CCCCO[C@@H]1CN(C)S(=O)(=O)c1ccccc1,3.9,-1.7,-13.3,4.1,-0.2,-1.3,3.0[16.7 µM],/
CC(C)CN(C(=O)CN(C)CC(=O)Nc1ccc(Cl)c(C(F)(F)F)c1)c1c(N)n(CC(C)C)c(=O)[nH]c1=O,9.5,5.1,5.9,7.0,-2.6,-2.0,-6.7,15.7
CC1=NNC(=O)C1CCC(=O)N/N=C\c1ccc(Cl)c(Cl)c1 (configuration not stated),17.9,5.7,-11.7,1.8,6.3,2.0,8.1,0.2
COc1cc(OC)nc(Oc2ccccc2/C=N/O)n1,-1.4,/,12.5,0.4,/,-2.2,/,4.3
N#Cc1ccccc1COC(=O)c1ccc2c(c1)OCCO2,7.7,-58.9,-114.1,-55.2,1.3,-3.0,/,1.3
C[C@@H]1CN([C@H](C)CO)C(=O)c2cc(NC(=O)CCC(F)(F)F)ccc2O[C@H]1CN(C)Cc1ccc2c(c1)OCO2,-1.8,-6.7,6.7,19.9,-1.0,-0.7,-0.8[16.7 µM],5.9
COc1ccc(CN2C(=O)NC3(CCOc4ccccc43)C2=O)cc1F (configuration not stated),-10.8,/,-26.0,3.3,/,1.9,/,1.1
C=CCNC(=O)CC12CC3CC(C1)CC(CC(=O)NCC=C)(C3)C2,-4.8,4.1,7.8,-6.7,-0.4,1.4,/,/
CC(NC(=O)CCC(=O)NCc1ccc(F)cc1)c1ccccc1 (configuration not stated),4.8,/,-10.1,-23.8,0.6,-3.3,-0.2,0.8
O=C(COc1ccc(Cl)cc1Cl)N/N=C1\CCCc2ccccc21,/,-3.6,-34.6,/,0.0,/,-1.8,2.5
COc1ccccc1-c1cn(CC[C@@H]2CC[C@H](NC(=O)c3cnccn3)[C@@H](CO)O2)nn1,/,0.0,/,21.3,-1.5,-2.2,/,13.4
CN(C(=O)COC(=O)c1ccc(S(=O)(=O)N2CCOCC2)cc1)C1CCCCC1,3.7,11.4,0.2,-11.3,/,1.1,/,6.1
COc1ccccc1CNC(=O)C[C@H]1CC[C@@H]2[C@H](COC[C@H](O)CN2C(=O)Nc2ccccc2)O1,4.2,-0.1,-10.7,-18.7,-0.3,2.0,3.3[16.7 µM],-0.2
Cc1n[nH]c(C)c1CCN(C)Cc1cn(C)nc1-c1ccc2c(c1)OCCO2,5.3,/,-2.6,5.0,2.0,-1.0,1.5,3.8
Cc1noc(C)c1S(=O)(=O)Nc1ccc2c(c1)CC(=O)N([C@H](C)CO)C[C@H](C)[C@@H](CN(C)C(=O)Nc1cccc3ccccc13)O2,/,-0.3,-1.8,14.0,/,-3.5,/,-6.0
CCCN1CCN(C(=O)Cn2cccc2C(=O)c2ccccc2)CC1,/,3.6,/,2.5,-3.5,/,-3.1,/
O=C(NCc1cccs1)C1CCCN(c2nc3ccccc3o2)C1 (configuration not stated),/,-0.2,/,7.0,-0.2,/,-8.7,-3.5
COc1ccc(CN2C(=O)CCCC2(C)c2nc3ccccc3[nH]2)cc1 (configuration not stated),-6.4,/,-22.2,9.2,/,-0.8,/,3.3

# Profiles, quoted from the list. Order of values: EWS-Fli inh	PGC1a acetyl inh	PAX8 reporter	LGR2 inh	Cneo AK release	Casp6 inh	miR122 inh	FN deposition inh
# Profile of CCCN1CCN(C(=O)Cn2cccc2C(=O)c2ccccc2)CC1 : /	3.6	/	2.5	-3.5	/	-3.1	/
# Profile of C[C@H](CO)N1C[C@H](C)[C@@H](CN(C)S(=O)(=O)c2ccc(Cl)cc2)Oc2ccc(NC(=O)C3CCCCC3)cc2CC1=O : 9.4	0.2	/	-0.5	70.4	2.0	-5.4[16.7 µM]	/

# New compounds follow:
SMILES,EWS-Fli inh,PGC1a acetyl inh,PAX8 reporter,LGR2 inh,Cneo AK release,Casp6 inh,miR122 inh,FN deposition inh
COc1ccc(-c2nc3c(C)cc(Br)cn3c2Cc2ccsc2)cc1OC,3.7,2.9,20.7,-17.0,1.7,1.4,10.6,1.8
O=C1C(=O)N(CCCn2ccnc2)C(c2ccc(Cl)cc2)/C1=C(\O)c1ccc2c(c1)OCCO2 (configuration not stated),1.2,/,4.0,-16.6,-0.6,/,-2.2,-0.8
Cc1c(NC(=O)COC(=O)c2cc3c4ccccc4n(C)c3s2)c(=O)n(-c2ccccc2)n1C,/,18.1,8.0,/,1.2,/,-5.4,-7.4
Cc1ccccc1NC(=O)NCCCN1CCCC1=O,2.7,1.1,5.3,1.9,5.9,1.7,-3.0,-3.2
COc1cc2c(C#N)c(N3CCc4ccccc4C3)nc(N)c2c(N)n1,/,12.3,-7.4,/,0.0,/,2.2,/
C[C@]12C=CC(=O)N1CCc1c2[nH]c2ccccc12,2.2,0.5,-9.8,/,8.7,-0.7,/,/
COC(=O)c1ccc(CSc2nncn2C)cc1,/,-4.6,/,-77.2,/,/,-2.4,4.4
O=C(NCC[C@@H]1CC[C@@H](NS(=O)(=O)c2ccc(Cl)cc2)[C@H](CO)O1)c1ccc2c(c1)OCO2,/,1.5,/,-7.1,1.5,-4.0,/,/
Cc1ccc(N(CC(=O)NC2CCCCCC2)S(=O)(=O)c2c(C)nn(C)c2C)cc1,/,-9.3,-5.4,/,-0.2,/,-0.6,1.0
COc1ccc(S(=O)(=O)Nc2ccc3c(c2)C(=O)N([C@H](C)CO)C[C@@H](C)[C@H](CN(C)C(=O)Nc2ccc4c(c2)OCO4)O3)cc1,0.7,2.3,/,-5.2,/,/,0.4[16.7 µM],-11.1
Cc1ccc(/C=N/NS(=O)(=O)c2ccc([N+](=O)[O-])cc2)o1,/,10.9,15.2,-7.0,-7.3,/,3.7,-7.0
CC1CCCN(Cc2nc3c(c(=O)n(C)c(=O)n3C)n2CC(=O)c2ccccc2)C1 (configuration not stated),0.8,/,9.3,/,0.1,0.9,/,-3.4
COC(=O)C[C@@H]1CC[C@H]2[C@@H](COc3ccc(NC(=O)c4cccc(F)c4)cc3C(=O)N2C)O1,-0.2,3.2,-1.0,-5.0,-2.6,0.4,2.5[16.7 µM],1.3
Cc1nc(C)c(CC(=O)N2CCc3c([nH]c4ccccc34)C2c2ccccn2)s1 (configuration not stated),11.7,/,-10.6,17.9,/,9.6,/,/
C[C@@H]1CN([C@H](C)CO)C(=O)c2cccc(NC(=O)c3ccncc3)c2O[C@@H]1CN(C)Cc1ccc2c(c1)OCO2,-9.4,-31.7,-22.1,11.7,-2.6,1.6,-7.3[16.7 µM],-2.5
COCCCNC(=O)C[C@@H]1C[C@@]2(C(=O)OC)CC(C)(C)CC=C2N(Cc2ccco2)C1=O,-7.1,/,-30.7,0.4,/,3.0,/,-0.2
CCCCn1c(N)c(N(CC(C)C)C(=O)c2ccc(F)c(S(=O)(=O)N3CCOCC3)c2)c(=O)[nH]c1=O,-5.8,/,-16.7,4.7,2.8,0.7,-7.6,10.6
C[C@H](NC(=O)C[C@@H]1CC[C@@H]2[C@@H](COc3ccc(NC(=O)C4CCOCC4)cc3C(=O)N2C)O1)c1ccccc1,-7.6,7.2,-14.6,-14.1,-2.4,0.7,24.4[16.7 µM],-1.0
CC=Cc1ccc2n(c1=O)C[C@@H]1[C@@H](CO)[C@H](C(=O)NC3CCCC3)N[C@H]21 (mixture of isomers),1.5,2.4,/,1.2,/,-4.8,/,/
CC(C)NC(=O)Nc1ccc2c(c1)C(=O)N([C@H](C)CO)C[C@H](C)[C@H](CN(C)S(=O)(=O)c1cccs1)O2,0.2,-12.5,/,7.8,/,/,-0.3[16.7 µM],-2.1
COc1ccc2[nH]c3nc(SCC(=O)Nc4cccc(NC(C)=O)c4)nnc3c2c1,-25.5,6.0,-34.2,-5.9,-1.7,-1.2,-12.2,-0.3
CCC(C)Nc1nc2c(c(=O)n(C)c(=O)n2C)n1Cc1ccc(Cl)cc1 (configuration not stated),-0.6,3.0,1.3,-2.0,-0.1,-1.2,3.1,-5.6
COc1ccc(Cn2c(=S)[nH]c3cc(C(=O)NCc4cccnc4)ccc3c2=O)cc1,-20.6,/,-20.5,-5.3,/,-0.9,/,1.1
N#CC(CC(=O)c1ccc(F)cc1)c1ccc2c(c1)OCO2 (configuration not stated),-0.3,/,3.3,-2.3,-5.3,-1.6,-3.9,0.0
CCOc1ccc(N(CC(=O)NC2CCCC2)S(=O)(=O)c2c(C)[nH]c(=O)[nH]c2=O)cc1,1.3,-3.3,-8.2,38.2,1.7,3.5,-4.3,-4.4

# More compounds:
SMILES,EWS-Fli inh,PGC1a acetyl inh,PAX8 reporter,LGR2 inh,Cneo AK release,Casp6 inh,miR122 inh,FN deposition inh
CCOC(=O)c1csc(NC(=O)CN2CCCCC2)n1,10.9,-0.4,-16.5,-10.1,0.5,-3.4,8.5,-5.5
Cc1sc2nc(CSC(C)C(=O)NC3(C#N)CCCCC3)[nH]c(=O)c2c1C (configuration not stated),6.7,-1.9,/,28.4,1.2,10.5,1.8,1.5
C/C=C/c1ccccc1[C@@H]1[C@@H](CO)N(c2ncc(CC)s2)[C@H]1C#N,-4.0,2.8,15.0,8.7,/,0.3,/,0.3
Cc1cc(SCC(=O)c2cccs2)n2nc(C)c(-c3ccccc3)c2n1,-6.7,/,-22.1,/,/,0.5,/,5.2
Cc1cc(=O)oc2c3c(cc(OCC(=O)NCCCn4ccnc4)c12)OC(C)(C)CC3,13.2,-9.0,/,3.0,-2.1,-5.1,1.0,/
O=C(NCCCn1ccnc1)C(=O)c1cn(CC(=O)N2CCCCCC2)c2ccccc12,8.5,8.6,17.9,-14.4,/,0.5,/,2.7
CCCCN(C)CCCNC(=O)CC1Oc2ccccc2NC1=O (configuration not stated),8.9,-7.9,30.7,-16.7,0.9,-8.7,-3.9,-4.8

# Four consecutive records from above:
SMILES,EWS-Fli inh,PGC1a acetyl inh,PAX8 reporter,LGR2 inh,Cneo AK release,Casp6 inh,miR122 inh,FN deposition inh
Cc1cc(SCC(=O)c2cccs2)n2nc(C)c(-c3ccccc3)c2n1,-6.7,/,-22.1,/,/,0.5,/,5.2
Cc1cc(=O)oc2c3c(cc(OCC(=O)NCCCn4ccnc4)c12)OC(C)(C)CC3,13.2,-9.0,/,3.0,-2.1,-5.1,1.0,/
O=C(NCCCn1ccnc1)C(=O)c1cn(CC(=O)N2CCCCCC2)c2ccccc12,8.5,8.6,17.9,-14.4,/,0.5,/,2.7
CCCCN(C)CCCNC(=O)CC1Oc2ccccc2NC1=O (configuration not stated),8.9,-7.9,30.7,-16.7,0.9,-8.7,-3.9,-4.8

# Screening results (PubChem)
